Bioassay records from PubChem BioAssay.
IMP-1 inhibitor: IMP-1 metallo-beta-lactamase inhibitors, primary screen, biochemical, epi-absorbance readout, Pseudomonas aeruginosa enzyme; inhibition, % at 5.6 µM; metallo-beta-lactamase IMP-1 (Pseudomonas aeruginosa); actives 0.45% (n = 290,000); purified IMP-1, nitrocefin hydrolysis, epi-absorbance fluorescence; AID 1556, 2009;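 active = inhibition above the mean plus 3 SD of all compounds in the same screening run, cut at about 4.5% in these data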;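 also: 0% = IMP-1 with DMSO and 100% = DMSO wells lacking enzyme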
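assay system = purified recombinant IMP-1 metallo-beta-lactamase enzyme | schedule = 15 min preincubation plus 25 min reaction at 25 °C | signal = Epi-absorbance fluorescence, 480 nm excitation, 530 nm emission | read-out basis = percent inhibition from optical density relative to buffer-blank wells | controls = IMP-1 with DMSO as 0%, enzyme-free DMSO as 100%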
MEKK2mut PB1 HTS: MEK5 binding signal on mutant MEKK2 PB1, primary screen, biochemical, multiplex bead flow cytometry, Alexa488-MEK5. Alexa488-MEK5 binding to MEKK2 mutant. percent response, % at 10 µM. actives 0.35% (n = 290,000); in the data active = percent response above about 24%, passing the limit was not always enough; also: inactives centre near 1; some results filed as inactive read as strong as hits
MEKK2wt PB1 HTS: modulators of MEK5 binding to wildtype MEKK2, primary screen, biochemical, multiplex bead flow cytometry, Alexa488-MEK5; Mitogen-activated protein kinase kinase kinase 2 (Homo sapiens), Q9Y2U5; Alexa488-MEK5 binding to MEKK2 WT; actives lie on both sides; binding response (% of control), % at 10 µM; actives 1.1% (n = 290,000); AID 1531, 2009; in the data active = binding response below about 67% or above about 130%
VIM-2 inhibitor: VIM-2 metallo-beta-lactamase inhibitors, primary screen, biochemical, epi-absorbance readout, Pseudomonas aeruginosa enzyme. inhibition, % at 5.6 µM. purified VIM-2, nitrocefin hydrolysis, epi-absorbance fluorescence. actives 0.89% (n = 290,000);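 active = inhibition above the mean of all tested compounds plus 3 SD, cutoff set per screening run, cut at about 7.5% in these data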;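 also: red hydrolysis product quenches plate fluorescence so inhibitors raise well fluorescence; 0% = enzyme with DMSO and 100% = DMSO without enzyme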
NALP1 yeast inh: NALP1 inflammasome inhibitors in reconstituted yeast, colorimetric, S. cerevisiae, triplicate retest; inhibition, % at 10 µM; S. cerevisiae NALP1/ASC/caspase-1 growth, X-gal OD620, 72 h; actives 0.61% (n = 280,000); in the data active = inhibition mostly above about 24%, no sharp cut-off; inactive = mostly below about 32%; also: some compounds called inactive have numbers as strong as hits
UBC9 SUMO inh: inhibitors of in vitro SUMOylation cascade, primary screen, biochemical, HTRF, uHTS. SUMO-conjugating enzyme UBC9 (Homo sapiens), P63279. HTRF SUMOylation assay, SAE1/SAE2 + UBC9. inhibition, % at 35 µM. actives 0.36% (n = 290,000); in the data active = inhibition above about 50%, passing the limit was not always enough; also: strong numbers were not always called active
Target sequence (P63279 whole entry, looked up): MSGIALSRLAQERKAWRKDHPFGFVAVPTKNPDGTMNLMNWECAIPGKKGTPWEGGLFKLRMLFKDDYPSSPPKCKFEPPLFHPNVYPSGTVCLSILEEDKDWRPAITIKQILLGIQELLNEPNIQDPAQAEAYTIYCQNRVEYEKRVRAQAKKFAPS
DNA FID counter: compounds displacing fluorescent DNA intercalator, primary screen, artefact control for HCV NS3 helicase inhibitor project, biochemical, FID fluorescence; DNA fluorescent intercalator displacement; inhibition, % at 7.9 µM; actives 0.17% (n = 290,000); in the data active = inhibition above about 37%;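 also: 0% = vehicle and 100% = reference compound; higher means more ethidium bromide displaced from hairpin DNA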
NS3 helicase inh: inhibitors of HCV NS3 helicase, primary screen, biochemical, Cy5 molecular beacon fluorescence; Hepatitis C virus NS3 helicase; NS3 helicase DNA unwinding; inhibition, % at 10.9 µM; actives 0.56% (n = 290,000);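 active = inhibition above the mean of all tested compounds plus 3 SD, set per campaign, cut at about 35% in these data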;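 also: 0% = DMSO wells and 100% = thioflavine S control wells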
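Compound dosing – single dose, 10.9 µM nominal final, DMSO 0.8% final · System – NS3 helicase fragment of HCV · Buffer or medium – MOPS pH 6.5, MgCl2, DTT, Tween20, BSA · Signal – Cy5 beacon fluorescence read at start and 1 h · Also added – annealed dual-labelled DNA beacon duplex, ATP-started · Schedule – 1 h at 25 °C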
M18AAP inhibitor: PfM18AAP inhibitors, malaria aminopeptidase, primary screen, biochemical, QFRET, recombinant enzyme; M18 aspartyl aminopeptidase (Plasmodium falciparum 3D7); H-Glu-NHMec fluorogenic cleavage; inhibition, % at 7.35 µM; actives 1.2% (n = 290,000);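 active = inhibition above the campaign mean inhibition over all tested compounds plus 3 SD, cut at about 28% in these data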;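 also: 0% = plate median of test compound wells and 100% = 2 mM ZnCl2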
Starred values were filed as active, the others as inactive; . = no result given; [ ] = dose if it differs, or a comment.

SMILES | IMP-1 inhibitor | MEKK2mut PB1 HTS | MEKK2wt PB1 HTS | VIM-2 inhibitor | NALP1 yeast inh | UBC9 SUMO inh | DNA FID counter | NS3 helicase inh | M18AAP inhibitor
CCN(CC)CCNc1nc(-c2ccc(OC)cc2)c(-c2ccc(OC)cc2)s1 | -1.4 | 17 | 127 | -0.5 | -11 | -11 | 10 | -69 | 6
CCOC(=O)c1c(NC(=O)C2=C(C)NC(=S)NC2c2ccc(CC)cc2)sc(C)c1C (stereo not drawn) | -3.1 | -4 | 84 | -2.7 | -8 | 16 | -20 | -32 | -2
O=C(NCCOc1ccc(F)cc1)C1CCC(=O)N(CCCN2CCCC2=O)C1 (stereo not drawn) | -1.0 | -10 | 96 | -3.4 | 23 | 0 | -4 | 3 | -10
CSc1ccc(CNC(=O)C2Cc3cc(S(=O)(=O)N4CCCCC4)ccc3N2C(C)=O)cc1 (stereo not drawn) | -1.6 | 2 | 101 | -1.0 | 7 | -1 | -38 | -3 | -1
O=C(C1CCCN(S(=O)(=O)c2cccc3nonc23)C1)N1CCN(c2cccc(Cl)c2)CC1 (stereo not drawn) | -2.1 | -9 | 90 | -3.7 | -5 | 11 | -3 | -3 | 4
O=S(=O)(/N=C(/Nc1ccccn1)c1ccccc1)c1ccc(F)cc1 | -3.5 | -3 | 95 | 0.0 | 10 | -4 | -5 | 11 | -1
Cc1nc2ccc(S(=O)(=O)NC(C(=O)NCc3ccco3)C(C)C)cc2s1 (stereo not drawn) | -3.5 | 4 | 104 | -4.9 | 17 | -3 | 1 | -7 | 3
CCC1Oc2ccccc2N(CC(=O)NCCCN2CCN(CC)CC2)C1=O (stereo not drawn) | -0.6 | 4 | 107 | -0.2 | 16 | . | 2 | 2 | -5
CCOC(=O)Cn1c(C(=O)OCC)cc2sccc21 | -2.6 | 0 | 93 | -1.8 | 16 | -1 | -1 | 3 | -2
Cc1ccc(F)cc1NC(=O)N1CCCN(c2ccc(C(F)(F)F)cn2)CC1 | -0.1 | -32 | 82 | -0.6 | . | 7 | -17 | -1 | -6
COc1ccc(CCNC(=O)c2cc(-c3ccc(C)cc3O)n[nH]2)cc1OC | -4.5 | 0 | 102 | -2.6 | -3 | 9 | -26 | -6 | 10
CCc1ccc(N2CC(O)=C(c3nc4ccccc4c(=O)[nH]3)C2=N)cc1 | -2.9 | -1 | 95 | 0.1 | 10 | 9 | 3 | 5 | -13
Cc1nn(-c2ccccc2C(=O)O)c(=O)c2ccccc12 | -5.5 | -26 | -1.0*[inhibitor] | 3.0 | -17 | 10 | 2 | -1 | 16
NC(=O)c1ccc(Oc2ccc(Cl)c3ccccc23)c([N+](=O)[O-])c1 | 0.3 | -4 | 92 | -0.9 | 4 | -4 | 0 | -1 | -12
CC(C)CCNC(=O)c1c[nH]c2ccc(S(=O)(=O)N3CCC4(CC3)OCCO4)cc2c1=O | -2.8 | -1 | 97 | -2.4 | 23 | 10 | 6 | -10 | -4
CCc1cc(=O)oc2c(C)c(OCC(=O)NCCCN3CCCC3=O)ccc12 | -1.6 | -5 | 98 | 4.6 | 12 | -2 | -24 | 7 | 0
Cc1cc(NC(=O)COC(=O)c2ccc(S(=O)(=O)N3CCCc4ccccc43)cc2)no1 | -2.8 | -4 | 101 | -4.4 | -12 | -8 | -10 | -1 | 12
CN(C)C(=O)C1OC(C)(C)OC1C(=O)N(C)C (stereo not drawn) | -0.6 | 3 | 104 | 0.5 | -6 | 4 | 6 | 14 | -5
O=C(NCc1cccc(F)c1)C1CCN(C(=O)c2sccc2-n2cccc2)CC1 | -1.8 | 7 | 108 | -2.5 | 10 | 10 | -16 | 6 | -1
Cc1cc(C)cc(C(=O)OCC(=O)Nc2cccc(S(=O)(=O)NC3=NCCCCC3)c2)c1 | 0.2 | -2 | 97 | 1.8 | 25 | -18 | -27 | -5 | -9

Gathered by group, the compounds so far containing a thiophene ring, fused or not.
SMILES | IMP-1 inhibitor | MEKK2mut PB1 HTS | MEKK2wt PB1 HTS | VIM-2 inhibitor | NALP1 yeast inh | UBC9 SUMO inh | DNA FID counter | NS3 helicase inh | M18AAP inhibitor
CCOC(=O)c1c(NC(=O)C2=C(C)NC(=S)NC2c2ccc(CC)cc2)sc(C)c1C (stereo not drawn) | -3.1 | -4 | 84 | -2.7 | -8 | 16 | -20 | -32 | -2
CCOC(=O)Cn1c(C(=O)OCC)cc2sccc21 | -2.6 | 0 | 93 | -1.8 | 16 | -1 | -1 | 3 | -2
O=C(NCc1cccc(F)c1)C1CCN(C(=O)c2sccc2-n2cccc2)CC1 | -1.8 | 7 | 108 | -2.5 | 10 | 10 | -16 | 6 | -1

Next entries:
SMILES | IMP-1 inhibitor | MEKK2mut PB1 HTS | MEKK2wt PB1 HTS | VIM-2 inhibitor | NALP1 yeast inh | UBC9 SUMO inh | DNA FID counter | NS3 helicase inh | M18AAP inhibitor
COc1cccc2cc(-c3nnc(SCC(=O)Nc4nc(C)cs4)n3C)oc12 | -2.8 | 0 | 100 | -0.9 | 16 | 0 | -30 | -2 | 2
COC(=O)c1sc(S(=O)(=O)N2CCN(c3ccccc3)CC2)c(C(=O)OC)c1C | -5.9 | 4 | 103 | -5.6 | 39 | -8 | -13 | 7 | -1
O=C(Nc1ccc(Cl)cc1Cl)Nn1cnnc1 | -2.8 | 4 | 101 | -0.4 | 15 | 13 | -2 | 1 | 83*
CC(=O)c1cccc(NC(=O)CN2CCc3cc4c(cc3C2)OCCCO4)c1 | -2.0 | 1 | 102 | -1.6 | 1 | -2 | -22 | -14 | -3
CC1CCN(S(=O)(=O)c2ccc3ncn(CC(=O)N(C)Cc4ccccc4)c(=O)c3c2)CC1 | -3.3 | 4 | 106 | -3.4 | 4 | 0 | -9 | 5 | 0
Cc1cc(NC(=O)CN2CCOCC2)n(-c2nc3ccccc3s2)n1 | -3.5 | -1 | 95 | -3.1 | 2 | 18 | -1 | 2 | 1
O=c1c2cc(NC(=S)NCc3cccnc3)ccc2nc2n1CCCCC2 | -1.8 | 6 | 99 | -1.8 | 9 | 9 | -15 | 9 | -15
CCn1nc([N+](=O)[O-])c2c(-c3nc4ccccc4o3)c(N)n(CCCOC)c2c1=O | -2.2 | -12 | 77 | -2.7 | -4 | 0 | -8 | 1 | 3
CC(=O)c1cc(N2CCC(C(=O)O)CC2)ccc1[N+](=O)[O-] | -3.5 | 0 | 107 | -2.7 | 18 | -6 | 4 | 9 | -2
O=C(CNC(=O)c1ccccc1)NCCc1nc2ccccc2[nH]1 | -4.5 | 2 | 99 | -3.3 | 13 | 3 | 0 | -2 | -7
CCOC(=O)c1c(CN(CC)CC)oc2cc(Br)c(O)cc12 | -0.9 | -5 | 95 | -3.5 | -5 | 9 | 0 | -1 | 2
Cc1cccc(N=C2NC(=O)CS2)c1 | -2.6 | 1 | 95 | -3.8 | -7 | 13 | -2 | 5 | 1
CCOC(=O)C(C(=O)Nc1nccs1)C1CCCCC1 (stereo not drawn) | -5.1 | 3 | 105 | -3.0 | 5 | 25 | -8 | -3 | -10
COc1ccc(S(=O)(=O)NCC2CCC(C(=O)NCc3ccco3)CC2)cc1 (stereo not drawn) | -4.3 | 0 | 97 | -3.4 | -26 | -21 | -7 | 9 | -5
Nc1nc2nonc2nc1N1CCCCC1 | -2.6 | 20 | 111 | -1.1 | 12 | 11 | -2 | -4 | 8
O=C(CCN1C(=O)c2ccccc2C1=O)C1=NN[C@@H]2C(=O)N(c3ccc4c(c3)OCO4)C(=O)[C@H]12 | -0.4 | -4 | 94 | -1.6 | 9 | 22 | -12 | -1 | 7
CCN(CC)S(=O)(=O)c1cccc(NC(=O)CN(C)Cc2cccc(OC)c2)c1 | -1.0 | -13 | 89 | -2.4 | 15 | 12 | -1 | -16 | 5
Cc1nc(NC(=O)c2ccco2)sc1-c1csc(Nc2ccc(Cl)cc2Cl)n1 | -2.3 | 4 | 112 | -5.7 | -4 | -21 | -1 | -10 | 3
Cc1oc(-c2ccccc2)cc1C(=O)Nc1ccccc1 | -3.5 | 11 | 111 | -3.1 | 9 | -14 | -7 | -4 | 14
CCOC(=O)c1ccc(NS(=O)(=O)c2ccc3[nH]c(=O)[nH]c3c2)cc1 | -7.3 | 1 | 97 | -8.4 | 31 | -6 | -3 | 3 | 7
CCCCOC(=O)Nc1nnc(C(C)C)s1 | 1.0 | -10 | 92 | 0.1 | -5 | 3 | -5 | 3 | -8
COc1ccc(CCNc2ccncn2)cc1OC | -3.0 | 7 | 116 | -1.8 | 4 | 10 | 1 | 0 | 1
O=C(Cn1nnc(-c2ccccc2F)n1)N1CCCCC1 | -0.5 | 1 | 102 | 0.0 | 12 | 10 | -3 | -6 | -9
Cc1ccc(-c2nc(CSCC(=O)N3CCN(c4ccccn4)CC3)c(C)o2)cc1 | -2.4 | 1 | 103 | 1.2 | 0 | 24 | -36 | -11 | 4
CCCc1ccc(Oc2coc3cc(OCC(=O)Nc4ccccc4C)ccc3c2=O)cc1 | -1.0 | -1 | 100 | -2.0 | . | 1 | -6 | -4 | -1
C(=C\c1ccco1)/c1ccc2ccccc2n1 | 1.5 | -16 | 73 | 3.0 | 20 | 39 | -11 | 42* | -10
COc1cccc(C(=O)N2CCN(Cc3nc(CC4CC4)no3)CC2)c1 | -1.7 | -20 | 92 | -0.2 | . | 22 | -14 | -1 | -21
CC(OC(=O)c1cccc(S(=O)(=O)Nc2cccc(C(F)(F)F)c2)c1)C(=O)Nc1ccc2c(c1)OCCO2 (stereo not drawn) | -4.1 | 0 | 100 | -3.3 | 14 | -16 | -5 | -9 | 5
CC1Sc2ccc(S(=O)(=O)CCC(=O)NCc3cccs3)cc2NC1=O (stereo not drawn) | -3.0 | 1 | 103 | -1.6 | 20 | -15 | -19 | 4 | 5
CCn1c(SCC(=O)Nc2nncs2)nnc1C(C)NC(=O)c1ccccc1Br (stereo not drawn) | -2.9 | 0 | 105 | -1.4 | -12 | 2 | -24 | 30 | 6
CCOC(=O)N1CCN(C(=O)c2ccc(NS(=O)(=O)c3ccc(F)cc3)cc2)CC1 | -1.3 | -6 | 90 | -2.4 | 12 | 0 | -20 | 5 | 2
N#CNC1=NCN(Cc2ccccc2)CN1 | -3.4 | 1 | 100 | -2.1 | -7 | 1 | -2 | 1 | 5
C/C=C(\C)C(=O)NCCN1C2=NC[C@@H](C)N2C[C@H]1Cc1ccc(O)cc1 | -2.4 | 9 | 111 | -2.0 | 2 | 11 | 2 | 11 | 5
CCOC(=O)Cc1csc(NC(=O)CCNS(=O)(=O)c2ccc3c(c2)CCC(=O)N3)n1 | -4.5 | 2 | 113 | -3.2 | -18 | -24 | 0 | -3 | 5
CCOC(=O)c1oc2cc(O)cc(C)c2c(=O)c1-c1cscn1 | -1.7 | -7 | 94 | 0.4 | . | 5 | -1 | -3 | -13
